High-throughput results from PubChem.
TSG101-PTAP inh: qHTS Assay for Iinhibitors of HIV-1 Budding by Blocking the Interaction of PTAP/TSG101 | Fluorescence polarization, FITC-PTAP peptide / Tsg101 binding | Potency, µM (doses to about 115 µM), for the others: at the highest dose activity change, negative = inhibition, actives largely listed as inhibitors | 340,000 tested, under 10 active | AID 493005, 2010; active means well fitted inhibition curve with a large enough effect in the main read-out, with a control signal flat, not every such curve was filed as active; inconclusive means small, poorly fitted or top-dose-only effect, or effect the other way, or a change in a side signal; inactive means no such curve, though single readings can be large or run the other way; further: potency means the concentration at half of the fitted maximal effect; % of control where 0% means no effect
Target sequence (Q99816 whole entry, looked up): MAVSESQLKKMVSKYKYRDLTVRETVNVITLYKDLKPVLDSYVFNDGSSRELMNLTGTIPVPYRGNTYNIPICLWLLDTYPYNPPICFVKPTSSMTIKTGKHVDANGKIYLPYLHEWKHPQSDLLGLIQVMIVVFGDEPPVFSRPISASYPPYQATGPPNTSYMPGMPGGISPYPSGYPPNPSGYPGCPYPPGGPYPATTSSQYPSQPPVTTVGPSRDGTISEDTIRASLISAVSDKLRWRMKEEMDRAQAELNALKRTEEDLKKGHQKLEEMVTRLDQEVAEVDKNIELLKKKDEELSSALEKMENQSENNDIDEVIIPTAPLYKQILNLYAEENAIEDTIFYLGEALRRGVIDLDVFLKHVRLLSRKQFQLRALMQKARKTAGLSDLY
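Steps: Tsg101 binding domain dispensed (10 uM final), compounds pinned in DMSO, FITC-labeled PTAP-motif peptide added (50 nM final); after 20 min binding at room temperature, polarization measured.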
S-ASM inh: Inhibitors of Secretory Acid Sphingomyelinase (S-ASM): qHTS | actives 0.006% (n = 340,000) | Potency, µM (titrated, usually from 57.5 µM), inactives show at the top dose activity change, negative = inhibition, most hits filed as inhibitors | Sphingomyelin phosphodiesterase (Homo sapiens), P17405 | placental ASM, HMU-PC fluorogenic substrate, 60 min; further: potency means the concentration at half of the fitted maximal effect
Target sequence (P17405 47-631 limits assumed): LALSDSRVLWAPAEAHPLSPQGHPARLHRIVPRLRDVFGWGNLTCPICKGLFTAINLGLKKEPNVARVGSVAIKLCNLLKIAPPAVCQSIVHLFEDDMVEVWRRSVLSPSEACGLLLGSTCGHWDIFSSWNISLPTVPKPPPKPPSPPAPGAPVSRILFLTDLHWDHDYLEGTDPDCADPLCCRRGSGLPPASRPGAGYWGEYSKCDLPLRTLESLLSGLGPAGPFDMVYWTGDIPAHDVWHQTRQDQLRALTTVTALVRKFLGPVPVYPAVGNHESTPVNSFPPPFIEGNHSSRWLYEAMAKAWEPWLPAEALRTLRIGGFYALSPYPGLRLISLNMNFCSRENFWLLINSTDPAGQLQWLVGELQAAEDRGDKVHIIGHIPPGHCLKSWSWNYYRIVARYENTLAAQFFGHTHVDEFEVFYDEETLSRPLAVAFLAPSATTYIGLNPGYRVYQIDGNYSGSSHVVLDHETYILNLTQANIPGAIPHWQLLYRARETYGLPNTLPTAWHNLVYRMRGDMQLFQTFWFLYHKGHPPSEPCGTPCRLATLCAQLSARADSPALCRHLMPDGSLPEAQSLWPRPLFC
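Steps: dispense placental human ASM, pin compound, wait 10 min at room temperature, add HMU-PC0 substrate at 9 uM final, incubate 60 min at 37 °C, add stop solution raising pH to 10, read fluorescence.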
ELG1 genotoxic: qHTS screen for small molecules that induce genotoxicity in human embryonic kidney (HEK293T) cells expressing luciferase-tagged ELG1; HEK293T ELG1-luciferase reporter, luminescence, 16 h; Potency, µM (series often up to 46 µM), without a hit: top-dose activity change, positive = activation, usual class: activators; actives 1.3% (n = 330,000); AID 504466, 2011; further: potency means the concentration at half of the fitted maximal effect; % of control where 0% means no effect; nearly all actives have a fitted effect of over 60% in size
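16 hr compound incubation (37 °C, 5% CO2) of HEK293T cells carrying luciferase-tagged ELG1; luciferase then measured by ONE-Glo luminescence after 30 min at RT.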
p53 reactivator: qHTS assay for re-activators of p53 using a Luc reporter; AID 504706, 2011; H1299 p53-A138V BP100-luciferase reporter, luminescence, 24 h; actives 0.063% (n = 320,000); Potency, µM (top dose mostly 92.2 µM), for inactives: at the top dose activity change, positive = activation, usual class: activators; further: potency means the concentration at half of the fitted maximal effect; % of control where 0% means no effect; nearly all actives have a fitted effect of over 45% in size
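p53-null H1299 cells stably carrying temperature-sensitive p53-A138V and a BP100-luciferase reporter were pinned with compounds (4-point, 1:5 series) and held 24 hrs at 37 deg C. Luminescence was read 10 min after detection reagent.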
Integrin act MD: qHTS for Activators of Integrin-Mediated Alleviation for Muscular Dystrophy; AID 624291, 2012; actives 0.064% (n = 350,000); alpha7betagal myoblasts, beta-gal FDG fluorescence, 48 h; Potency, µM (top dose mostly 38.3 µM), inactives show at the highest dose activation, hits mostly activators;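 further: potency means the concentration at half of the fitted maximal effect; 100% = response of the positive control SU9516; nearly all actives have a fitted effect of over 60% in size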
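alpha7betagal+/- myoblasts (passage 13, 250/well) treated 48 h at 37C with compounds at 1:260 dilution of DMSO stock. Lysed, then beta-galactosidase activity read as FDG fluorescence (ex 480/em 540) after 30 min, with pre-read for autofluorescence.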
uPA surface inh: qHTS for Inhibitors of Cell Surface uPA Generation. cell surface uPA generation assay, qHTS. Potency, µM (highest dose often 38.3 µM), for the others: at the top dose activity change, negative = inhibition, actives largely listed as inhibitors. actives 0.31% (n = 330,000). AID 540303, 2011; active means well fitted inhibition curve with a large enough effect; inconclusive means small, poorly fitted or top-dose-only effect; inactive means no such curve, though single readings can be large or run the other way; tested in mouse RAW 264.7 cells; further: potency means the concentration at half of the fitted maximal effect; on the % scale 0 is the no-effect control and ±100 the full control effect; nearly all actives have a fitted effect of over 55% in size
USP2a block: qHTS Assay for Inhibitors of Ubiquitin-specific Protease USP2a Using CHOP2 as the Reporter | Ubiquitin carboxyl-terminal hydrolase 2 (Homo sapiens), O75604 | USP2 core, Ub-CHOP2 coupled fluorogenic reporter, 485/531 | Potency, µM (series often up to 38.3 µM), inactives show top-dose activity change, negative = inhibition, usual class: inhibitors | actives 0.01% (n = 330,000) | AID 463254, 2010;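 further: potency means the concentration at half of the fitted maximal effect; plate controls were DMSO wells for no effect and full inhibition by NEM control for full effect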
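Deubiquitinase activity read as fluorescence (485/531 nm) after Ub-CHOP2 cleavage activates the enterokinase reporter on its substrate; USP2 core 10nM, Ub-CHOP2 and substrate 25nM each, 30min compound preincubation then 60min RT; data normalized to NEM, curves fitted.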
BRCA1 expr up: qHTS Assay to Identify Small Molecule Activators of BRCA1 Expression. MCF7-BRCA1-FFLuc reporter, luminescence, 48 h; response scale: scaled: vehicle 0%, 10 µM genistein 100%. Potency, µM (titrated, usually from 46.1 µM), without a hit: at the highest dose activation, actives largely listed as activators. actives 1.1% (n = 380,000). AID 624202, 2012; further: potency means the concentration at half of the fitted maximal effect; nearly all actives have a fitted effect of over 80% in size; some results filed as inactive show a strong effect at the top dose
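Compounds are tested at multiple concentrations on MCF7 BRCA1-luciferase reporter cells seeded at 2000 per well; after 48 h, a single luminescence end-point is taken and curves fitted to the normalized data.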
Eya2 phos inh: qHTS Assay for Inhibitors of the Phosphatase Activity of Eya2. Protein phosphatase EYA2 (Homo sapiens), O00167. recombinant Eya2, OMFP fluorescence dephosphorylation (OMFP is methylfluorescein phosphate). Potency, µM (highest dose often 76.9 µM), for inactives: top-dose activity, negative = inhibition, most hits filed as inhibitors. actives 0.006% (n = 330,000); further: potency means the concentration at half of the fitted maximal effect; on the % scale 0 is the no-effect control and ±100 the full control effect
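Eya2 (0.2 uM) preincubated 10 min at ambient with compound, then OMFP substrate added at 50 uM; 10 min reaction in 50 mM HEPES pH 7.5, 50 mM NaCl, 5 uM MgCl2, 0.05% BSA, 1 mM DTT. Fluorescence read at Ex 485/Em 525 nm.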
B2AR arrestin: qHTS assay of beta-arrestin-biased ligands of beta2-adrenergic receptor. Potency, µM (top dose mostly 46.1 µM), for the others: top-dose activation, most hits filed as activators. beta-arrestin recruitment to beta2AR, cell-based reporter. AID 492947, 2010. actives 0.02% (n = 330,000). Beta-2 adrenergic receptor (Homo sapiens), P07550;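 further: potency means the concentration at half of the fitted maximal effect; 0% = DMSO controls and full agonism = EC100 isoproterenol or metaproterenol; nearly all actives have a fitted effect of over 65% in size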
TRPV1 ag: HTS Assay for Compounds that Act as Agonists of the Vanilloid Receptor 1; Transient receptor potential cation channel subfamily V member 1 (Homo sapiens), Q8NER1; actives 0.19% (n = 320,000); TRPV1-expressing cells, Fluo-8 calcium influx, agonist mode; AID 540275, 2011; activation, % at 8.33 µM; in the data active means activation above about 80%; inconclusive means between about 30% and that limit; further: 0% is about no effect
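Fluo-8 calcium influx in TRPV1-expressing cells, kinetic read (ex 480/em 520 nm). Compound added and read 3 min for agonist activity, followed by capsaicin at EC20 final and 2 min further read for enhancement.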
Numbers without * were called inactive; ? = inconclusive; nt = not tested or not shown; [ ] = remark or other dose. Unless noted, the call rests on the fitted dose curve; in most records, active means well fitted curve in the direction sought with a large enough effect; inconclusive means small, poorly fitted or top-dose-only effect, or another doubt; inactive means no such curve, though single readings can be large; an effect the other way counts as inactive or inconclusive.

SMILES | TSG101-PTAP inh | S-ASM inh | ELG1 genotoxic | p53 reactivator | Integrin act MD | uPA surface inh | USP2a block | BRCA1 expr up | Eya2 phos inh | B2AR arrestin | TRPV1 ag
O=C(NCCCN1CCOCC1)C1COc2ccccc2O1 (stereo not drawn) | -4.7% | -1.1% | -1.4% | -4.8% | 12.1% | 3.6% | -2.2% | -21.6% | 1.8% | -0.4% | -2.9
CC(=O)N(C)N1c2ccccc2CCc2ccccc21 | 0.6% | 0.3% | -14.4% | 1.5% | 1.5% | -3.1% | 15.0% | -12.9% | -15.6% | -0.9% | 7.8
O=C(NCCN1CCN(Cc2ccccc2)CC1)C1c2ccccc2C(=O)N2CCc3ccccc3C12 (stereo not drawn) | -13.8% | 3.3% | 1.5% | -5.8% | -13.3% | -5.0% | 4.2% | -28.8% | -11.0% | -0.5% | 0.0
O=C(c1ccc(S(=O)(=O)N2CCCC2)cc1)N(c1ccccc1)C1C=CS(=O)(=O)C1 (stereo not drawn) | -1.4% | -2.8% | 2.8% | 9.7% | -9.6% | 6.2% | 0.4% | -14.6% | -4.1% | -0.3% | -1.3
NC(=O)C1CCN(C(=O)c2ccc(NS(=O)(=O)c3ccc(F)c(F)c3)cc2)CC1 | -2.9% | 4.1% | 2.4% | 23.3% | -22.9% | -0.8% | 1.4% | -4.2% | -18.2% | -0.2% | -4.3
COc1ccc(CCNc2nc(-c3sc(C)nc3C)cs2)cc1OC | -1.5% | -3.9% | -16.0% | -10.6% | -52.8%[inhibitor] | -8.5% | -13.6% | -83.1% | -0.6% | -0.4% | -12.2
O=C(NCc1nc2ccccc2[nH]1)C1=C[C@@H](c2ccc3c(c2)OCO3)C[C@@H](OCc2ccc(CO)cc2)O1 | nt | nt | -6.5% | 1.2% | nt | nt | -3.4% | nt | 5.6% | 0.0% | 13.4
CC(=O)c1cc2c(cc1NC(=O)Cn1nc(C)c(C)c(C#N)c1=O)OCO2 | 0.2% | 2.0% | -2.6% | 2.7% | 11.2% | 4.6% | 0.4% | -16.6% | 6.6% | -0.1% | -2.7
Cc1ccc(C(=O)NCN2CCN(c3ccc(F)cc3)CC2)cc1 | -1.6% | -2.9% | -0.4% | 3.1% | 9.2% | -15.9% | 1.2% | -11.9% | -3.5% | -0.2% | 5.1
COCc1nc2ccccc2n1Cc1c(F)cccc1Cl | 0.0% | -1.2% | -0.4% | -1.7% | 1.5% | -0.8% | 9.0% | -2.5% | 4.3% | -0.9% | 28.1
CCN(C(=O)CSc1nc2ccccc2c(=O)n1-c1cccc(C)c1)C1CCS(=O)(=O)C1 (stereo not drawn) | -7.0% | 3.8% | 2.1% | -3.1% | -12.1% | 3.1% | 1.0% | -15.4% | -1.8% | 0.0% | -1.2
CCOc1cccc(=O)c2c(C)n(Cc3ccccc3)c(C)c12 | 2.3% | -0.5% | -3.7% | -4.2% | 0.0% | -2.9% | -1.6% | 2.9% | -7.2% | -0.8% | 2.5
O=C(NCc1cccnc1)c1cc(C(=O)C2CC2)c[nH]1 | -0.9% | 0.6% | -6.6% | -1.0% | 10.2% | 7.0% | 3.9% | -6.0% | 4.4% | 0.0% | -6.9
Cc1cc2nnc(SCC(=O)NC3CCCCC3)n2c(N)n1 | -4.2% | 6.9% | -0.9% | 1.8% | 7.1% | 1.0% | 0.3% | -1.5% | -9.2% | -0.7% | -4.0
O=C(CSc1ccccn1)Nc1ccccc1F | 0.5% | -1.5% | 16.0% | 20.5% | 16.8% | 2.4% | 3.2% | 15.7% | -12.9% | -0.6% | 4.0
COc1ccc(S(=O)(=O)Cc2ccc(C(=O)N3CCc4ccccc4C3)o2)cc1 | -3.6% | 2.2% | 0.1% | -5.3% | 18.2% | 1.5% | -0.8% | -26.9% | 3.5% | 0.0% | 3.5
O=C(O)CC(c1ccccc1)n1cccc1 (stereo not drawn) | -2.2% | 2.4% | 2.1% | -3.5% | 0.6% | 2.2% | 0.3% | -84.3% | 5.3% | -0.7% | 0.3
Cn1c(SCC(=O)N2CCOCC2)nnc1-c1ccc(NC(=O)c2ccccc2F)cc1 | -3.5% | -1.9% | 1.4% | 0.1% | 11.3% | -0.2% | -2.0% | 21.5% | -2.2% | -0.2% | 0.3
CCOc1cc(/C=C2\SC(=Nc3ccccc3)N(c3ccccc3)C2=O)ccc1OCC(=O)O | -2.9% | 6.2% | -0.2% | 9.3% | 12.8% | 0.7% | 3.1% | -2.9% | -9.8% | -0.7% | 3.0
CN(C)CCCNc1ncc(C(F)(F)F)cc1Cl | -3.0% | -2.6% | 1.7% | -3.0% | 0.3% | -1.6% | 1.5% | -23.2% | -8.9% | -1.1% | 2.3
COc1ccc(N(CC(=O)Nc2ccccc2C)S(=O)(=O)c2c(C)[nH]c(=O)[nH]c2=O)cc1 | -5.1% | 4.8% | -0.6% | -2.1% | ? | -7.4% | -3.1% | -2.7% | -9.4% | -0.9% | 3.4
Nc1ccccc1SC/C=C/CSc1ccccc1N | -0.9% | -4.3% | 11.6% | 11.1% | -13.3% | 2.5% | -1.1% | -7.1% | 4.3% | 0.2% | 1.3
N#Cc1nc(-c2ccc(Cl)cc2)oc1NCc1ccco1 | 0.8% | -5.0% | ? | 17.7% | -13.9% | -5.1% | 2.4% | ? | -22.3% | 0.0% | 4.1
Cc1c(C(=O)N2CCCC2)c(S(=O)(=O)N2CCCCC2)c(C)n1C | -5.4% | -1.5% | 0.2%[9.26 µM] | 5.8% | 12.6% | 0.0% | 1.7% | 0.0% | 4.2% | -0.1% | -1.7
COc1ccccc1CNC(=O)COC(=O)Cc1c(Cl)cccc1Cl | -0.6% | 6.0% | 1.5% | -19.4% | -10.7% | -1.3% | 5.6% | 7.2% | 4.7% | -0.3% | 4.9
Other results:
SMILES | TSG101-PTAP inh | S-ASM inh | ELG1 genotoxic | p53 reactivator | Integrin act MD | uPA surface inh | USP2a block | BRCA1 expr up | Eya2 phos inh | B2AR arrestin | TRPV1 ag
COc1ccc([C@H]2CC(=O)C=C(c3cccc4c3Oc3ccccc3S4)C2)cc1OC | nt | -9.0% | -3.6% | -17.5% | -39.8% | -12.6% | 4.2% | -47.1% | 0.0% | -0.3% | ?
C/C(=N\NC(=O)c1cccc(Br)c1)c1cccnc1 | 0.7% | 3.2% | 7.8% | 12.6% | 17.4% | 0.9% | -1.2% | 21.3% | -2.1% | -1.0% | 7.7
CCC(C)(C)n1nnnc1C(c1cc2ccc(OC)cc2[nH]c1=O)N1CCN(C2CCCCC2)CC1 (stereo not drawn) | -5.7% | 12.7% | 4.1% | 3.7% | 4.5%[7.66 µM] | nt | 4.7% | -7.2% | 8.5% | -0.5% | 0.6
CN(C)S(=O)(=O)c1ccc(C(=O)NC(=O)CSc2nnnn2C)cc1 | 0.5% | -1.4% | 0.9% | -2.8% | -3.1% | -0.4% | -0.9% | -8.1% | -1.1% | 0.3% | nt
CCN1CCc2c(sc(NC(=O)COc3ccccc3)c2C(=O)OC)C1 | -1.6% | 0.6% | -4.9% | 28.2% | -21.9% | -20.8% | -4.7% | -1.5% | -5.3% | -0.5% | 10.2
CCOc1cc2[nH]c(=S)n(Cc3ccc(C(=O)NCC(OC)OC)cc3)c(=O)c2cc1OCC | 0.6% | -0.3% | -0.1% | -1.1% | -9.9% | 0.0% | -2.3% | -0.8%[1.84 µM] | -7.0% | 0.2% | -5.1
COC(=O)c1ccccc1NC(=O)CSc1nnc(CNS(=O)(=O)c2ccc(C)cc2)n1C | -0.7% | 0.3% | -4.0% | 11.0% | -23.1% | 1.1% | -0.7% | 11.1% | -11.4% | 0.1% | 10.1
COc1ccc(OC)c(NC(=O)CCCC(=O)NC2CCCCC2)c1 | -12.9% | 3.7% | -2.1% | -7.8% | 27.8% | 3.2% | 0.5% | 2.9% | 3.7% | 0.2% | 0.3
CC(C)(C)NC(=O)COC(=O)c1ccc(Cl)c(S(N)(=O)=O)c1 | -2.3% | 0.5% | 2.3% | 4.8% | -4.6% | -2.6% | -0.5% | -10.6% | 0.9% | 0.0% | 0.1
